# HCV inh: HCV inhibition | 340,000 compounds, 3.4% hits | Huh7.5.1 HCVcc-Cre infection, luciferase reporter, 44 h | AID 651820 | Potency, µM (series often up to 41.8 µM), for inactives: top-dose activity change, negative = inhibition, actives largely listed as inhibitors; also: potency is read from the fitted curve at half-maximal effect
#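 Luciferase read-out (15 sec integration) after a 15 min room-temperature substrate step quantifies HCVcc-Cre infection. Cells, 1,000 per well, had compound added 4 h post-plating, then virus at ~0.5 moi, and were cultured 44 h.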
# AmpC inh detg: AmpC beta-lactamase inhibition with detergent present | AmpC hydrolysis of nitrocefin, absorbance 480 nm, 0.01% Triton | 370,000 compounds, 0.041% hits | Potency, µM (doses to about 114 µM), for the others: top-dose activity change, negative = inhibition, actives largely listed as inhibitors | P00811;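 also: potency is read from the fitted curve at half-maximal effect; 0% = no-compound wells and -100% = no-enzyme wells; nearly all actives have a fitted effect of over 25% in size; some results filed as inactive show a strong effect at the top dose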
# Target sequence (P00811 whole entry, looked up): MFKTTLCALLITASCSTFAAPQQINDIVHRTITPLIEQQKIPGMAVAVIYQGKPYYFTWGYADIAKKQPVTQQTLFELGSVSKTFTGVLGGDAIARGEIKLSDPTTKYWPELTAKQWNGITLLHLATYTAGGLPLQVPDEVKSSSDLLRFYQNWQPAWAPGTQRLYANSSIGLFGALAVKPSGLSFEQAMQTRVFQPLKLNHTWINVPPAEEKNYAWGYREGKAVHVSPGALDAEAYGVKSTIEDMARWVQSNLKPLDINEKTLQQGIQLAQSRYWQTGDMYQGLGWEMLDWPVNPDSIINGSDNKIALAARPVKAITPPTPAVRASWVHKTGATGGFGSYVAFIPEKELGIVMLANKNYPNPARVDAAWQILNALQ
#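 AmpC (5.3 nM in the dispensed reagent) in 20 mM phosphate pH 7.0 with 0.01% (detergent screen) or 0.0001% Triton X-100 was preincubated with compounds for 15 min at room temperature. Nitrocefin was then added from an 800 uM solution, and hydrolysis was followed at 480 nm.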
# HCMV inh: human cytomegalovirus inhibition; 410,000 compounds, 4.5% hits; HFF cells, HCMV-luciferase reporter, 72 h; active compounds read low; activity change, negative = inhibition, % at 57.5 µM; in the data active = activity change below about -60%; inconclusive = no clear call, values can overlap the other calls; inactive = above about -39%
#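 Two compound doses tested in HFFs infected with HCMV-luciferase, MOI 1 PFU/cell, 72 h at 37C. Lysate luminescence read with OneGlo; data normalized against buffer-only and 10uM Salinomycin inhibitor controls.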
# Giardia FBPA inh: blocks Giardia fructose-bisphosphate aldolase activity; A8B2U2; Potency, µM (top dose mostly 59.6 µM), for the others: at the top dose activity, negative = inhibition, hits mostly inhibitors; purified Giardia FBPA; 290,000 compounds, 0.71% hits; AID 2451; also: potency is read from the fitted curve at half-maximal effect; nearly all actives have a fitted effect of over 55% in size
# Target sequence (A8B2U2 whole entry, looked up): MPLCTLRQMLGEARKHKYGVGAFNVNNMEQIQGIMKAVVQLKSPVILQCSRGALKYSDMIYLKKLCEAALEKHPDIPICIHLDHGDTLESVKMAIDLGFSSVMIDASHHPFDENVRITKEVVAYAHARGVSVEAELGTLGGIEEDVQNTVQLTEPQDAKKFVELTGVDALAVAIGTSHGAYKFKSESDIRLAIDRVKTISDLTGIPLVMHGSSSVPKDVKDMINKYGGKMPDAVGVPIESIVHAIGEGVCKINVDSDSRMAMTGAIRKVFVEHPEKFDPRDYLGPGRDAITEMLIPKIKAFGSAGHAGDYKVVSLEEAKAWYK
#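 40 nM FBPA preincubated 10 min at RT with compound (up to 57.5 uM final), then substrate plus GAPDH/TPI/NAD/arsenate coupling and diaphorase/resazurin added. Fluorescence read after 20 min at RT, 525/598 nm.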
# AMA1-RON2 inh: disrupts binding of P. falciparum AMA1 to RON2; AlphaScreen AMA1-biotinylated RON2 peptide binding; Potency, µM (titrated, usually from 58.2 µM), for inactives: at the highest dose activity change, negative = inhibition, usual class: inhibitors; 360,000 compounds, 0.2% hits; AID 720542;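 also: potency is read from the fitted curve at half-maximal effect; 0% = vehicle wells and -100% = peptide control; nearly all actives have a fitted effect of over 45% in size; some results filed as inactive show a strong effect at the top dose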
#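 AMA1 (3D7) with his tag at 25 nM final met compounds first, then biotinylated RON2 peptide at 25 nM; detection used donor plus acceptor beads, 10 µg/mL apiece, read by AlphaScreen after 30 min at room temperature.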
# Sm TGR inh: blocks Schistosoma mansoni thioredoxin glutathione reductase; purified TGR, DTNB reduction, TNB absorbance 405 nm; Potency, µM (series often up to 114 µM), inactives show at the top dose activity change, negative = inhibition, most hits filed as inhibitors; 360,000 compounds, 3% hits; also: potency is read from the fitted curve at half-maximal effect; nearly all actives have a fitted effect of over 60% in size
#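 TGR 20 nM + NADPH 100 uM (dispensed conc.), cpd preinc 15 min RT; start with NADPH (500 uM addition) then DTNB (15 mM addition). Kinetic TNB absorbance, 405 nm filter. Four-parameter Hill fit across titration.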
# * = called active by the depositor; u = inconclusive; x = not tested or not shown; & = joins results of further samples; [ ] = remark or other dose. Unless noted, calls follow the shape of the dose curve; as a rule, active = well fitted curve in the direction sought with a large enough effect; inconclusive = small, poorly fitted or top-dose-only effect, or another doubt; inactive = no such curve, though single readings can be large; an effect the other way counts as inactive or inconclusive. Unless noted, % is scaled to controls: 0 for no effect and ±100 for the full control effect.
# Each structure is followed by: HCV inh	AmpC inh detg	HCMV inh	Giardia FBPA inh	AMA1-RON2 inh	Sm TGR inh
- O=C(Oc1ccc(N(C(=O)c2ccncc2)S(=O)(=O)c2ccc(F)cc2)cc1)c1ccncc1
    -17%	-3%	-33	-3%	0%	28µM*
- CN(CC(=O)Nc1c(Cl)cccc1Cl)C(=O)CC1OC(=O)c2ccccc21 (stereo not given)
    9%	-2%	59	x	-1%	-1%
- O=C1[C@H]2[C@@H](c3ccc(F)cc3)N3C(=O)N(c4cccc(Br)c4)C(=O)[C@@]3(Cc3ccccc3)[C@H]2C(=O)N1C1CCCCC1
    -18%	u	-27	x	-1%	4%
- COCCn1c(C)cc(/C=N/NC(=O)c2cc3ccccc3cc2O)c1C
    u	7%	x	x	44%[activator]	-1%
- CC(=O)N(C)c1ccc(N=Cc2c(O)ccc3ccccc23)cc1
    -4%	u	4	-20%	7%	u
- Cc1ccc(S(=O)(=O)N2CCOC2CNC(=O)C(=O)NCc2ccncc2)cc1 (stereo not given)
    u	5%	35	5%	-15%	u
- O=C(NCc1ccncc1)C(=O)NCC1OCCCN1S(=O)(=O)c1ccc(F)cc1 (stereo not given)
    x	-3%	-12	x	3%	3%
- CC(=O)c1cccc(NC(=O)c2ccc(C)c(S(=O)(=O)N3CCOCC3)c2)c1
    -25%	-6%	1	6%	-11%	4%
- CC(CCn1cccn1)NC(=O)c1cc(COc2ccc(F)cc2F)on1 (stereo not given)
    -22%	-7%	-38	3%	-10%	5%
- O=c1nc2c(-c3cccc(Br)c3)n[nH]n2c2ccccc12
    9%	1%	137	-10%	-5%	-4%
- COc1ccc(-n2c(-c3ccc(C)cc3)n[nH]c2=S)cc1
    -11%	u	-30	10%	60%[activator]	-7%
- O=C(NN=C1C2CC3CC1CC(Cl)(C3)C2)c1ccccn1
    9%	2%	-16	u	87%[activator]	10%
- O=C(CCCn1c(=O)c2ccccc2n(CC(=O)Nc2cccc(Cl)c2)c1=O)NCc1ccc2c(c1)OCO2
    x	20%	u	x	x	6%
- O=C1/C(=C/c2ccc(F)cc2)SC(=S)N1CCCC(=O)N1CCCCC1CCO (stereo not given)
    11µM*	-3%	-100*	x	0%	-3%
- COc1ccccc1CNC(=O)[C@H](C)NC(=O)C1CCN(C(=O)[C@@H](N)C(C)C)CC1
    -3%	u	1	u	13%	-1%
- COCCSc1ccccc1C(=O)NCc1ccc(S(N)(=O)=O)cc1
    x	u	68	1%	-7%	-2%
- O=C(O)c1cn(-c2ccccc2)nc1-c1ccncc1
    5%	u	37	5%	-8%	10%
- CC(=O)Nc1ccc2c(c1)n(C)c(=O)n2C
    20%	1%	120	-5%	-4%	1%
- COc1ccc(-c2[nH]ncc2CNC(C)Cc2cccc(C)n2)cc1F (stereo not given)
    14%	-4%	-34	-3%	2%	1%
- COc1ccccc1N1CCN(C(=O)CNC(=O)c2ccc(Cl)cc2Cl)CC1
    u	-4%	u	7%	-6%	-9%
- Cc1cc(C)c(NC(=O)CN(C)S(=O)(=O)c2ccc3c(c2)CCC(=O)N3)c(C)c1
    x	17%	0	x	x	10%
- CC(NC(=O)c1ccc(Cn2c(SCc3ccccc3)nc3cccnc32)cc1)c1ccccc1 (stereo not given)
    x	19%	0	x	x	5%
- COc1ccccc1OCCCCOc1ccccc1C(C)=O
    u	3%	-21	-1%	17%	-19%
- CCOc1cc(/C=C2/NC(=O)N(CC(=O)Nc3cccc(C)c3)C2=O)ccc1O
    -27%	-11%	32	4%	0%	-19%
- Cc1ccc(-c2cc(-c3ccc4c(c3)NC(=O)CO4)nc3c2COc2ccc(C)cc2-3)cc1
    x	2%	6	x	x	4%
- c1ccc2c(c1)nc(NC1CCCCC1)c1nncn12
    7%	0%	-1	-8%	-1%	5%
- O=C(Nc1ccccc1C(=O)N1CCCC1)C1CCN(c2ncccn2)CC1
    16%	-10%	-5	0%	-5%	0%
- CN(C)S(=O)(=O)c1ccc(C(=O)N(Cc2cccnc2)c2nc3c(F)cc(F)cc3s2)cc1
    x	0%	0	x	x	1%
- COc1ccc(OC)c(NC(=O)c2ccccc2NS(=O)(=O)c2cccc3cccnc23)c1
    -8%	5%	-5	-17%	-14%	-3%
- CC(C)(C)NC(=O)C(c1ccncc1)N(C(=O)Cn1nnc(-c2ccc(F)cc2)n1)c1cccc(F)c1 (stereo not given)
    -1%	0%	17	0%	13%	-1%
- O=C1N(c2ccc(Cl)cc2)C(c2ccccc2)N2CCCN12 (stereo not given)
    5%	-8%	-5	4%	-3%	0%
- Cc1ncnc(N)c1CCCNc1ccccc1
    24%	x	25	x	-23%	x
- Cc1ccc(NC(=O)CN2CCN(C)CC2)cc1Br
    -7%	u	45	16µM*	u	2%
- O=C(O)c1ccc2c(c1)C(=O)N([C@H](Cc1ccc(F)cc1)C(=O)O)C2=O
    x	-11%	x	10%	x	-5%
- CCOC(=O)c1cccc(NC(=O)C2CCCO2)c1 (stereo not given)
    5%	u	-3	2%	0%	-26%
- O=S(=O)(c1ccccc1)N(Cc1cccc(F)c1)c1ccccc1
    -3%	-21%	-11	-9%	-4%	7%
- COC(=O)CCC(=O)N1CCC(CCC(=O)NCc2ccc(F)cc2)CC1
    -2%	u	82	-1%	-1%	4%
- CCn1c(=S)sc2c(=O)n(CC(=O)Nc3cc(OC)ccc3OC)c(C)nc21
    -17%	-15%	-17	-2%	5%	-9%
- CC1(C)SC2c3ccccc3C(=O)N2[C@@H]1C(=O)O (stereo not given in full)
    15%	-1%	-11	u	-4%	-1%
- CS(=O)(=O)Cc1ccc(C(=O)N2CCCC2c2cccs2)cc1 (stereo not given)
    8%	u	0	1%	-14%	-9%
- Oc1ccc(Cl)cc1C=Nc1ccc2c3c(cccc13)CC2
    -21%	3%	13	-16%	-11%	-24%
- CSc1nc(Cl)c(Cc2ccc(OCC(C)C)cc2)c(N2CCOCC2)n1
    11µM*	-2%	u	-1%	0%	-2%
- COc1ccc(-c2noc(CNS(=O)(=O)c3ccc(NC(C)=O)cc3)n2)cc1
    -8%	-1%	6	x	0%	-2%
- CN(CC(=O)Nc1ccccc1C(F)(F)F)C(=O)C1CCN(S(=O)(=O)c2ccc3c(c2)OCCO3)CC1
    8%	u	-6	x	67%[activator]	-3%
- CCOC(=O)c1cnc2c(C(F)(F)F)cccc2c1Nc1cccc(C(=O)OC)c1
    x	-2%	-18	x	x	2%
- O=C(O)C1C2OC(C(Br)C2Br)C1C(=O)O (stereo not given)
    5%	x	13	x	2%	x
- O=C(CSc1ccc(-c2ccccn2)nn1)Nc1ccc(F)cc1F
    -7%	-6%&-4%	5&15	x	u	0%&7%
- Cc1cnc(C(=O)Nc2cccc(-c3nnc4n3CCCCC4)c2)cn1
    3%	-15%	104	-3%	0%	4%
- COc1ccc(-n2c(C)cc(=O)[nH]c2=O)cc1
    20%	6%	37	8%	0%	2%
- O=C(CCn1c(=O)sc2ccccc21)NCCCn1ccnc1
    10%	-4%	45	-1%	-8%	-4%
- O=C1C2CC=CCC2C(=O)N1c1ccc(NCCc2ccc(Cl)cc2)c([N+](=O)[O-])c1 (stereo not given)
    -16%	1%	-4	0%	-7%	-1%
- COc1ccccc1OCC(=O)Nc1ccc(S(=O)(=O)N2CCN(C)CC2)cc1
    -13%	4%	-16	4%	14%	0%
- O=C1C=C(c2ccc(O)cc2)C[C@@H](c2ccc3c(c2)OCO3)C1
    u	-7%	-18	x	6%	-25%
- N#CC1=C(N)Oc2n[nH]c(-c3ccncc3)c2C1c1ccsc1 (stereo not given)
    -12%	3%	2	-4%	-1%	-16%
- CCCNC(=O)c1ccc2c(c1)ncn2-c1ccc(C)cc1C
    x	9%	-6	x	x	10%
- NNC(=O)c1cc2ccccc2cc1NS(=O)(=O)c1ccccc1
    -29%	u	20	-7%	75%[activator]	14%
- O=C(NNc1c2ccccc2nc2ccccc12)c1ccccc1Cl
    4.5µM*	-14%	-25	7%	-4%	-1%
- Cc1nn(-c2ccccc2)c(Cl)c1/C=C1\SC(=S)N(C)C1=O
    0%	u	23	0%	-14%	-13%
- NC(=O)c1ccc(NC(=O)C2CCCC2)cc1
    16%	-13%	-27	4%	10%	9%
- CC(=O)Oc1ccc(-c2cccc(C(=O)OCC(=O)Nc3ccccc3Oc3ccccc3)c2)cc1
    u	-9%	-23	-3%	0%	5%

# The list continues:
# Each structure is followed by: HCV inh	AmpC inh detg	HCMV inh	Giardia FBPA inh	AMA1-RON2 inh	Sm TGR inh
- CC1CCCCN1C(=O)Nc1cccc(Cl)c1 (stereo not given)
    3%	7%	7	-6%	-7%	5%
- CN1N=C(c2ccc(Cl)cc2)CC(c2ccc(Cl)cc2)C1=O (stereo not given)
    -9%	2%	u	6%	102%[activator]	8%
- O=C(CSc1ccc(-c2ccc(F)cc2)nn1)NCc1ccco1
    0%	-3%	5	6%	6%	-2%
- Cc1ccc(-n2nnc(-c3nccn3C)n2)cc1
    9%	10%	71	1%	-1%	0%
- Cc1noc(C)c1COC(=O)Cc1ccc(Cl)c(Cl)c1
    9%	-5%	4	20%	45%[activator]	11%
- O=C(COC(=O)c1c2c(nc3ccccc13)/C(=C/c1cccc([N+](=O)[O-])c1)CCC2)NC1CCS(=O)(=O)C1 (stereo not given)
    3.5µM*	-11%	-35	-7%	-25%	-12%
- Cc1ccc(C)c(NC(=O)CSc2nc3ccc(N4C(=O)c5ccccc5C4=O)cc3s2)c1
    10%	-10%	-12	5%	-13%	-2%
- COc1cnn(-c2ccccc2)c(=O)c1SCc1ccc(Cl)cc1Cl
    -17%	4%	u	-3%	59%[activator]	0%
- O=C1C2C3CCC(C3)C2C(=O)N1Cc1ccco1 (stereo not given)
    6%	5%	-20	3%	17%	-2%
- CC(C)N1CC(O)=C(c2nc3ccccc3[nH]2)C1=N
    10%	u	13	-7%	79%[activator]	-4%
- CC(=O)N1CCN(C(=O)Nc2cccc(C(F)(F)F)c2)CC1
    19%	-9%	31	7%	-1%	u
- COc1ccc(C(=O)c2cnc[nH]2)cc1OC
    -8%	-7%	14	0%	0%	10%
- CCN(CC)c1cc2c(cc1F)c(=O)c(S(=O)(=O)c1ccccc1)cn2Cc1ccccc1
    x	1%	-23	x	x	-1%
- O=C(CSc1nn(-c2ccccc2)c(=S)s1)NC1CCS(=O)(=O)C1 (stereo not given)
    6%	-3%	-19	0%	8%	-13%
- CCOc1ccc(C(=O)C(C)OC(=O)C2CCN(c3ccc(C(F)(F)F)cn3)CC2)cc1 (stereo not given)
    u	-15%	-13	x	-1%	0%
- O=[N+]([O-])c1ccc(NC(=S)N2CCc3ccccc32)cc1
    -5%	2%	u	x	-7%	3%
